# Screens (PubChem BioAssay)
# GPT2 inhibitor: GPT2 alanine aminotransferase inhibition. Recombinant GPT2, coupled pyruvate oxidase/HRP Amplex Red fluorescence. Potency, µM (titrated, usually from 57.7 µM), for the others: at the highest dose activity change, negative = inhibition, most hits filed as inhibitors. hit rate 0.25% among 100,000. Q8TD30. AID 1671188; further: potency means the concentration at half of the fitted maximal effect; nearly all actives have a fitted effect of over 60% in size; many of its hits are not listed in these tables
# Target sequence (Q8TD30 whole entry, looked up): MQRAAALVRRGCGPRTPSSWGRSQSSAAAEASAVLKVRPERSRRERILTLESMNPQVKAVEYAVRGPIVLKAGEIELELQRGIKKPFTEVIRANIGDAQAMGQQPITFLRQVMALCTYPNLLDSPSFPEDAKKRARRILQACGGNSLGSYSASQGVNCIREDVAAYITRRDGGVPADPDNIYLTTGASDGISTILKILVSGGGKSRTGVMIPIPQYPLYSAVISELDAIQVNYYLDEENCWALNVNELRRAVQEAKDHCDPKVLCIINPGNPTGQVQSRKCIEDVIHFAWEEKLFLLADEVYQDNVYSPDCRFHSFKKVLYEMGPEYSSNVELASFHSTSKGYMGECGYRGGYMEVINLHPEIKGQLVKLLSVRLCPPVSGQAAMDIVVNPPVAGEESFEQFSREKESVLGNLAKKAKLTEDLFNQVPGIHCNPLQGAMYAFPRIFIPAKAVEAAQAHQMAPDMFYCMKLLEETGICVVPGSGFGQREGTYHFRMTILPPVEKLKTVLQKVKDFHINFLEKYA
#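 Recombinant GPT2 (10ng/uL) with 250uM a-KG and 2mM L-alanine, 30 min at room temperature, in HEPES pH 7.5 buffer. Pyruvate detected by pyruvate oxidase/HRP/Amplex Red fluorescence after 30 min in the dark; AOA (50uM) as positive control.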
# SNCA viab count: cell viability loss counter-screen; HEK-293-SNCA-luc viability, GF-AFC fluorescence, 24 h; Potency, µM (titrated, usually from 57.1 µM), without a hit: at the top dose activity change, negative = cytotoxicity, usual class: cytotoxic; hit rate 0.12% among 150,000; AID 1671193;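 further: potency means the concentration at half of the fitted maximal effect; 0% = DMSO-treated cells and -100% = medium-only wells without cells; nearly all actives have a fitted effect of over 30% in size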
#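 HEK-293-SNCA-luc cells (1500/well) plated 24 h, then exposed 24 h to a dilution series; GF-AFC added 30 min at 37C, fluorescence 405/540 nm; normalised to medium-only and DMSO wells, Hill fit.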
# HEK cytotox: HEK 293 cell cytotoxicity; HEK 293 viability, ATP luminescence (CellTiter-Glo), 48-72 h; Potency, µM (series often up to 115 µM), for the others: top-dose activity change, negative = cytotoxicity, hits mostly inhibitors; hit rate 6.6% among 94,000; AID 1345083; further: potency means the concentration at half of the fitted maximal effect; nearly all actives have a fitted effect of over 60% in size
#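 Read-out: CellTiter-Glo ATP luminescence. Cells: HEK 293, 250 cells/well. Exposure: 48 or 72 hr, 37 degree Celsius.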
# 3T3 cytotox: NIH 3T3 cell cytotoxicity; NIH 3T3 viability, CellTiter-Glo ATP luminescence, 48-72 h; Potency, µM (doses to about 96.7 µM), for inactives: at the highest dose activity change, negative = cytotoxicity, hits mostly inhibitors; hit rate 4.3% among 94,000; AID 1345082; further: potency means the concentration at half of the fitted maximal effect; nearly all actives have a fitted effect of over 55% in size
#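 NIH 3T3 cells at 400 cells/well received 23 nL of compound by pintool and were incubated 48 or 72 h at 37 °C. Viability was read as ATP-coupled CellTiter-Glo luminescence.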
# FLuc inh: blocks purified firefly luciferase enzyme activity; purified P. pyralis luciferase, luminescence, biochemical; P08659; Potency, µM (top dose mostly 115 µM), without a hit: at the highest dose activity change, negative = inhibition, actives largely listed as inhibitors; hit rate 2.5% among 76,000; further: potency means the concentration at half of the fitted maximal effect; nearly all actives have a fitted effect of over 65% in size
# Target sequence (P08659 whole entry, looked up): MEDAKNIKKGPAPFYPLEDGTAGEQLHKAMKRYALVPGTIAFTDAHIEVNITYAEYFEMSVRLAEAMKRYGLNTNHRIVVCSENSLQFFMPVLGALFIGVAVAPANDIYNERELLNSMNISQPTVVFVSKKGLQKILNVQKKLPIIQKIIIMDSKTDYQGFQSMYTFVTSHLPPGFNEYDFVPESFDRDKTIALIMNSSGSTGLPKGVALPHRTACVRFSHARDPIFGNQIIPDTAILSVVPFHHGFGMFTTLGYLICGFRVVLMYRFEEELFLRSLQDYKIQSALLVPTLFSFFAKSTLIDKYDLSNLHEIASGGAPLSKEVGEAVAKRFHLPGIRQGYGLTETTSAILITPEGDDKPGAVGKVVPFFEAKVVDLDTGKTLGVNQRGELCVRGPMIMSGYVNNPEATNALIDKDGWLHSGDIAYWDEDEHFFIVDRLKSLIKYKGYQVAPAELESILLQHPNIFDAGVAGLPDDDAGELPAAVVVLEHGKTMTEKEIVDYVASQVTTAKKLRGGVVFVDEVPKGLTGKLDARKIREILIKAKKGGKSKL
#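 FLuc 10nM, D-luciferin 10uM, ATP 10uM, Mg acetate 10mM, Tris acetate pH 7.5, Tween/BSA; cpd qHTS; enzyme added last; CCD luminescence.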
# SNCA expr inhib: reduces expression of the alpha-synuclein gene; Potency, µM (highest dose often 57.2 µM), for inactives: at the highest dose activity change, negative = inhibition, actives largely listed as inhibitors; HEK-293 SNCA-luciferase knock-in, luminescence, 24 h; hit rate 0.17% among 140,000;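 further: potency means the concentration at half of the fitted maximal effect; plate controls were DMSO cells for no effect and cell-free wells for full effect; nearly all actives have a fitted effect of over 45% in size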
# IP6K1 inhibitor: inhibitors of human IP6K1; IP6K1 kinase, ADP-Glo luminescence, 2 h; stronger effect = lower value; activity change, % (series mostly up to about 58 µM); hit rate 0.81% among 140,000; in the data active means activity change below about -25%
#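 ADP-Glo luminescence measures ADP made by human IP6K1 during a 2 h RT reaction with ATP/IP6 (mix at 1.3 mM/130 uM); top library doses 57.5 and 19.1 uM final.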
# Active calls of the source: *; i = inactive; ? = inconclusive; . = not tested or not shown; & = joins results of further samples; [ ] = dose if it differs, or a comment. Unless noted, the call rests on the fitted dose curve; in most records, active means well fitted curve in the direction sought with a large enough effect; inconclusive means small, poorly fitted or top-dose-only effect, or another doubt; inactive means no such curve, though single readings can be large; an effect the other way counts as inactive or inconclusive. Unless noted, on the % scale 0 is the no-effect control and ±100 the full control effect. The list is partial; the hit share may differ from the screen's.
SMILES,GPT2 inhibitor,SNCA viab count,HEK cytotox,3T3 cytotox,FLuc inh,SNCA expr inhib,IP6K1 inhibitor
N#Cc1ccc(C(=O)N2CCCC(n3cc(-c4nc(-c5ccccc5)no4)nn3)C2)cc1 (stereo not drawn),-1%,-5%,?,-23%,?,33%[activator],9
CC(=O)Nc1ccc(NS(=O)(=O)c2ccc3c(c2)CCCN3C(C)=O)cc1,.,7%,.,.,.,8%,-7
Cc1ccccc1NC(=O)NCC1CCOCC1,4%,-1%,1%,1%,-3%,3%,16
NCCC(=O)N1CCC2(CC1)C(=O)NCN2C(=O)Cc1cccc(Cl)c1,0%,-16%,i,2%,.,?,-4
O=C(c1ccc2[nH]ncc2c1)N1CCOCC12CCN(Cc1cccc(OC(F)(F)F)c1)CC2,i,-2%,?,-15%,-4%,?,-4
COc1ccc(-c2cc(N3CCN(C(=O)c4ccc(N(C)C)cc4)CC3)n[nH]2)cc1,i,1%,?,?,-15%,-19%,8
COc1ccc(CN2C=C(C(=O)OCc3noc(C)n3)C(C)=NS2(=O)=O)cc1,i,-2%,-7%,-10%,13%,6%,0
O=C(NC1CCCCC1)c1ccc2c(c1)sc1nc(-c3ccc(F)cc3)cn12,.,-9%,.,.,.,20%,13
Cc1nn(-c2ccc(C(C)(C)C)cc2)c(C)c1[C@@H]1C=C[C@@H](NC(=O)COCC(=O)O)C1,i,-3%[87.6 µM],3%[172 µM],?,22µM*,17%[87.6 µM],17
CCOC(=O)c1ccc(N2C(=O)c3n[nH]c(-c4ccco4)c3C2c2ccc(C(=O)OC)cc2)cc1 (stereo not drawn),.,-26%,.,.,.,?,21
c1ccc(CC2=NOC3(CCN(Cc4ccccc4)C3)C2)cc1 (stereo not drawn),i,-4%[87.6 µM],?,?,-3%[172 µM],2%[87.6 µM],16
CN(Cc1cn[nH]c1-c1ccccc1)CC1CCCN(CCc2ccc(F)cc2)C1 (stereo not drawn),-8%,6%,?,?,0%,2%,0
Cc1nc2scc(CC(=O)NCc3ccco3)n2c(=O)c1-c1cc(C)n(-c2cccc(F)c2)n1,4%,12%,-13%,5%,-4%,5%,6
CCC(=O)N1CCc2cc(S(=O)(=O)CCC(=O)NCc3cccc(OC)c3)ccc21,.,-4%,.,.,.,27%,5
CC1(C)C[C@H]2C[C@@H](O)[C@H](N3CCN(c4cccc(Cl)c4)CC3)[C@]2(O)CO1,i,3%[23.9 µM],?,-21%[46.1 µM],.,14%[25.6 µM],3
CC(=O)N1CCC([C@@H]2CN(Cc3ccc(C)s3)C[C@H]2CO)CC1,i,-3%[12.5 µM],-8%,1%,6%,-12%,13
CCC(=O)Nc1cccc(C(=O)OCc2cc(=O)n3nc(CC)sc3n2)c1,.,4%,.,.,.,201%[activator],12
Cn1c(=O)c2c(SCC(=O)NCC3CCCO3)nc(-c3cccc(F)c3)nc2n(C)c1=O (stereo not drawn),.,-9%,.,.,.,23%,2
NC(=O)N1CCCC(C(=O)N2CCN(c3nsc4ccccc34)CC2)C1 (stereo not drawn),1%,?,25µM*,?,-6%,?,2
CN1CCN(C(=O)[C@@H]2CCC[C@@H](NCc3nccn3C)CN(C)C(=O)C2)CC1,1%[88.5 µM],-2%[87.6 µM],5%[172 µM],i,-1%[172 µM],39%[activator][87.6 µM],17
Cc1ccc(CCNC(=O)CCn2c(=O)c3cccn3c3ccc(F)cc32)cc1,.,0%,.,.,.,14%,-3
CC(C)NC(=O)c1ccc2nnc(-c3cncc(Cl)c3)n2c1,-16%[88.5 µM],-2%[87.6 µM],i,-10%[138 µM],.,4%[87.6 µM],8
COc1ccc2[nH]cc(CCNC(=O)c3c(-c4ccccc4)cc(=O)n4c3CCCC4)c2c1,-1%,16%,?,?,.,-10%,5
CCOc1cccc(NC(=O)C2CC(=O)N(CC)C(=Nc3ccc(F)cc3)S2)c1 (stereo not drawn),.,-12%,.,.,.,-47%,26
O=C([C@@H]1C[C@H](F)CN1S(=O)(=O)Cc1ccccc1)N1CCOCC1,-9%,-10%,-5%,3%,6%,34%[activator],0
CN(C)C[C@@H]1CN(S(C)(=O)=O)C[C@H]1NC(=O)c1cscn1,2%,11%,0%,-6%,-1%,7%,3
O=C(NCCc1ccc(Cl)cc1)c1nnc(Cc2ccc(Cl)cc2Cl)o1,.,1%,.,.,.,2%,1
CC(C)(C)c1ccc(C(=O)NNc2ncnc3c2cnn3-c2ccccc2)cc1,.,1%,.,.,.,33%[activator],12
Cc1cc(=O)n2[nH]c(NC(=O)c3cccc(Cl)c3)nc2n1,.,-6%,.,.,.,3%,-20
c1c(CC2CCCCC2)nnn1[C@H]1CO[C@H]2[C@@H]1OC[C@@H]2NCC1CCCCC1,i,-29%[87.6 µM],?,?,5%[172 µM],-15%[87.6 µM],-16

# Quoted from the listing.
# CC(=O)N1CCC([C@@H]2CN(Cc3ccc(C)s3)C[C@H]2CO)CC1 @ SNCA expr inhib: -12%
# CCC(=O)N1CCc2cc(S(=O)(=O)CCC(=O)NCc3cccc(OC)c3)ccc21 @ IP6K1 inhibitor: 5

# Additional records
SMILES,GPT2 inhibitor,SNCA viab count,HEK cytotox,3T3 cytotox,FLuc inh,SNCA expr inhib,IP6K1 inhibitor
O=C(c1ccccc1)N1CCN2C(=O)N(C3CCOCC3)C[C@H]2C1,-28%[88.5 µM],-1%[87.6 µM],5%[172 µM],i,5%[172 µM],-12%[87.6 µM],13
CCCCc1nn(CC(=O)N2CCCCCC2)c(=O)n1Cc1ccccc1,4%,-2%,-17%,4%,50%,-22%,2
C=CCCC(CN1CCOCC1)Oc1ccc(Cn2ccnc2)cn1 (stereo not drawn),3%,-22%,-3%,-1%,10%,?,3
Cc1cccc(NC(=O)C2CCN(S(=O)(=O)c3ccc(F)cc3)CC2)c1C,.,-2%,.,.,.,?,-6
O=C1Nc2ccccc2CC12CCN(Cc1ccc(C(F)(F)F)cc1)CC2,-13%,-1%&-11%,?,-14%&-29%,-3%,-25%&-15%,-1&-14
COc1ccc(CN2C(=O)[C@H](OC)[C@@H]2C2=CCN(C(=O)c3cccc(C#N)c3)CC2)cc1,-29%,-26%,-18%,-36%,.,28%,10
O=C([C@H]1CCCN1C(=O)C1CC1)N1CCC(N2CCOC2=O)CC1,4%,7%,i,-2%,.,2%,-10
CNC(=O)N1CCC(C2CCN(C(=O)c3nn(C)c4ccccc34)C2)CC1 (stereo not drawn),4%,-13%,-5%,-11%,.,32%[activator],-5
O=C(Nc1cccc(-c2nc3cccnc3s2)c1)c1cccc(Br)c1,.,-3%,.,.,.,-3%,-14
CCCCN(CCCC)CCNC(=O)c1cn(CC)c2ccc(S(=O)(=O)N(C)C3CCCCC3)cc2c1=O,.,-3%,.,.,.,-8%,6
Cc1cc(C[C@@H]2COC[C@@H]2NC(=O)C2CCN(C(=O)C3CC3)CC2)on1,i[11.5 µM],1%,i,i,14%,?,22
CC(=O)N1CCN(Cc2nnc3cc(-c4nc(-c5ccccc5)no4)ccn23)CC1,1%,-15%,-20%,-19%,-7%,5%,45
Cn1cc(Cl)cc1C(=O)N[C@H](C1CCNCC1)C1CC(O)C1 (stereo partly drawn),i,6%,0%,-11%,0%,24%,-5
O=C1CC(c2ccccc2)N(C(=O)CNC(=O)c2cc3ccccc3[nH]2)CCCCCCN1 (stereo not drawn),0%,-9%,?,-2%,-9%,-23%,7
COC(=O)C1=CO[C@@H](O[C@@H]2O[C@H](CO)[C@@H](O)[C@H](O)[C@H]2O)[C@H]2[C@@H]1CC(OC)O[C@@H]2C (stereo partly drawn),4%[27.3 µM],20%[23.9 µM],.,.,.,.,-2

# 3 compounds from above with just HEK cytotox and SNCA expr inhib:
SMILES	HEK cytotox	SNCA expr inhib
Cc1cccc(NC(=O)C2CCN(S(=O)(=O)c3ccc(F)cc3)CC2)c1C	.	?
O=C1Nc2ccccc2CC12CCN(Cc1ccc(C(F)(F)F)cc1)CC2	?	-25%&-15%
COc1ccc(CN2C(=O)[C@H](OC)[C@@H]2C2=CCN(C(=O)c3cccc(C#N)c3)CC2)cc1	-18%	28%

# Continuation.
SMILES,GPT2 inhibitor,SNCA viab count,HEK cytotox,3T3 cytotox,FLuc inh,SNCA expr inhib,IP6K1 inhibitor
COc1ccc(-c2cc(CC3(N(Cc4ccc(CO)o4)Cc4ccc(CO)o4)COC3)no2)cc1,0%,-21%,?,?,-6%,-10%,12
CCOc1cccc(CN(CCO)Cc2nccn2-c2ccc(OC)cc2)c1,-5%[11.5 µM],2%,?,?,5%,13%,-3
Cc1cccc(OCC2(CNC(=O)C3CCCC3)C[C@@H](O)[C@@H](O)C2)n1 (stereo partly drawn),i,-8%[87.6 µM],-12%[172 µM],-15%[138 µM],-3%[172 µM],15%[87.6 µM],3
O[C@H]1CC[C@@H](Cc2cc(CN3CCOCC3)on2)O[C@@H]1CNCc1ccccc1Cl,-11%,-5%,-9%,-4%,-10%,4%,4
COC(=O)CC1CCN(C(=O)CC[C@H]2NC(=O)c3ccccc3NC2=O)CC1,-10%,0%,4%,i,-1%,-1%,9
Cn1cc(CN2C[C@H](C(=O)NCc3cccnc3)C[C@H]2c2cccc(C(F)(F)F)c2)cn1,4%,1%,?,i,-3%,-16%,1
COCCN(CCOC)C(=O)[C@@H](C)C1CC[C@@]2(C)CC[C@H](NC(=O)COC)[C@@H](C)[C@@H]2[C@H]1O (stereo partly drawn),-2%,0%,-2%,-5%,1%,-15%,13
COCc1nc(NCCCN2CCOCC2)cc(C2CC(N)C2)n1 (stereo not drawn),-9%,1%,-5%,-20%,1%,0%,12
COCCCn1c(=O)[nH]c2cccnc21,i,9%[87.6 µM],-4%[230 µM],-12%[174 µM],-4%[230 µM],-11%[87.6 µM],1
COc1cc(OC)cc(-c2nc3nc(C)c(CCC(=O)Nc4ccccc4)c(C)n3n2)c1,.,-4%,.,.,.,6%,5
O=C(CC1=CCCCC1)N1CCC(C2CCNC2)CC1 (stereo not drawn),-7%,-9%[12.5 µM],?,?,-15%,-5%,6
COc1ccc(-c2cc3c(=O)n(CCNC(=O)c4ccc(C)s4)ccn3n2)cc1,i,-4%,-2%,-20%,?,55%[activator],6
O=C(c1ccc(F)c(Cl)c1)N1CCC2(CC1)CN(c1ccccc1)C2=O,-14%,-2%,89µM*,40µM*,0%,-5%,7
NS(=O)(=O)Cc1noc2ccccc12,5%,-11%[23.9 µM],.,.,.,12%[25.6 µM],9
COc1ccc(S(=O)(=O)N2CCN(C(=O)c3csc(C)n3)CC2)cc1,-3%,-16%,0%,-3%,-4%,-2%,1
CC(C)CC(=O)N1CC(c2nnc(C(C)C)o2)C2(CCOCC2)C1 (stereo not drawn),i,3%,-11%,-15%,-2%,6%,7
C[S+](=O)([O-])c1cccc(-c2ncc3c(n2)OCCN(Cc2ccc(F)cc2F)C3=O)c1,-10%,3%,?,28µM*,-4%,13%,25
Cc1nc2cnccn2c1C(=O)NCc1ccc(F)cc1,.,.,-24%[172 µM],?,.,.,18
